PvdQ inh: P. aeruginosa PvdQ acylase inhibition; purified PvdQ acylase, fluorescence plate reader; inhibition, % at 10 µM; actives 0.063% (n = 340,000); AID 488965; in the data active = inhibition above about 30%, passing the limit was not always enough; inconclusive = no clear call, values can overlap the other calls;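 note: 0% = vehicle neutral wells and 100% = reference inhibitor wells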
Rtt109 HAT inh: blocks Candida albicans Rtt109/Vps75 acetyltransferase activity | AID 540336 | purified Rtt109/Vps75, ThioGlo CoA-SH fluorescence, 4 h | actives 0.16% (n = 330,000) | Q5AAJ8 | inhibition, % at 34.9 µM;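 active = inhibition of at least 50% in every replicate; inconclusive = best replicate reaches 50% inhibition but some replicates fall short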
SR-BI DiI inh: mouse SR-BI HDL lipid transfer inhibition. ldlA[mSR-BI] CHO cells, DiI-HDL uptake fluorescence, 3 h. Q61009. actives 0.96% (n = 320,000). inhibition, % at 12.5 µM;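 active = mean replicate inhibition of at least 70% and a set share of replicates each scoring 70 or more; inconclusive = meets just one of the two criteria; inactive = fails both criteria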;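 note: 0% = median of neutral control wells and 100% = median of positive control wells; values of inactives mirror those of a sister screen read the other way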
Target sequence (Q61009 whole entry, looked up): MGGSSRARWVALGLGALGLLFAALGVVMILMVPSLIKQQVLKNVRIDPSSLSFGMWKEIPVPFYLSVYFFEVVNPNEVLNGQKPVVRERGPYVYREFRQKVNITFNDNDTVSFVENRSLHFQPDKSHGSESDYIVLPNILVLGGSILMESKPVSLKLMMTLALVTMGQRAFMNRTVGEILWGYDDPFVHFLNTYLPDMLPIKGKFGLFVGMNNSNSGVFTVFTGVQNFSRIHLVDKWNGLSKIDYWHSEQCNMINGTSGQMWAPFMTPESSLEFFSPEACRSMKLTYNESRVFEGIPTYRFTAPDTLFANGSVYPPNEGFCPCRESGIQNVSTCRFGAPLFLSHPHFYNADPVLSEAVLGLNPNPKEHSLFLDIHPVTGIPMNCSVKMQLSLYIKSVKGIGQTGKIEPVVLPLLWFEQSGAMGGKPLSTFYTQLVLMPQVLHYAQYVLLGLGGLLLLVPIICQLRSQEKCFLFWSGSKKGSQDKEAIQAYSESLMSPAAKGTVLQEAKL
NSD2 inh: inhibitors of human histone methyltransferase NSD2. O96028. NSD2 peptide methylation, AlphaScreen, 120 min. inhibition, % at 12.5 µM. actives 0.54% (n = 310,000); in the data active = inhibition above about 50%
SR-BI uptake up: enhances SR-BI lipid uptake from DiI-HDL; CHO ldlA[mSR-BI] cells, DiI-HDL uptake fluorescence, 3 h; 100 = double the neutral-control signal; activation, % at 12.5 µM; actives 0.096% (n = 320,000); AID 504775;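 active = mean replicate activation of at least 60% and every replicate at or above 60%; inconclusive = mean or all-replicate condition met, but not both; inactive = mean below 60% and not all replicates reaching 60%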;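 note: 0% = median plate neutral-control signal and 100% = twice that signal; values of inactives mirror those of a sister screen read the other way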
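System: CHO ldlA[mSR-BI] cells / Medium: HEPES-buffered (25 mM, pH 7.4) F12 plus 0.5% BSA / Probe or stimulus: labelled HDL, 10 µg/mL / Doses: single compound concentration, delivered by pin transfer / Schedule: 3 h, 37 °C / Measured by: DiI fluorescence, bottom read / Measure: cell-associated DiI fluorescence as measure of HDL uptake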
CAL PDZ FP-1: CAL PDZ (human) peptide binding inhibition; Q9HD26; purified CAL PDZ, TMR-peptide fluorescence polarization, 1 h; inhibition, % at 24.9 µM; actives 0.92% (n = 300,000); AID 602252;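 active = mean inhibition of at least 30% with at least half of replicates also reaching 30%; inconclusive = no clear call, values can overlap the other calls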;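 note: 0% = DMSO neutral control and 100% = excess unlabeled competitor peptide PRC23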
MITF TRPM1 HTS: activators of MITF-driven TRPM1 promoter activity in SK-MEL-5 cells; AID 588334; activation, % at 12.5 µM; SK-MEL-5 TRPM1-promoter luciferase, 24 h; % of positive control, neutral wells = 0; actives 0.75% (n = 300,000);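 active = mean activation of at least 80% with every replicate also reaching 80%; inconclusive = mean reaches 80% but some replicate falls short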;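 note: 0% = neutral control wells and 100% = parthenolide positive control wells; values of inactives mirror those of a sister screen read the other way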
dFosB activator: enhances mouse delta FosB homodimer DNA binding | P13346 | purified delta FosB, TAMRA-CDK5 oligo fluorescence polarization; percent of positive-control signal above neutral wells | activation, % at 25 µM | actives 0.99% (n = 340,000) | AID 493131;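 active = mean activation above about 17%, with every replicate also reaching it, limit read from the data, passing the limit was not always enough; inconclusive = only one of the two conditions met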;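 note: fluorescence polarization rise as delta FosB binds a TAMRA Cdk5 AP-1 oligo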
Target sequence (P13346 whole entry, looked up): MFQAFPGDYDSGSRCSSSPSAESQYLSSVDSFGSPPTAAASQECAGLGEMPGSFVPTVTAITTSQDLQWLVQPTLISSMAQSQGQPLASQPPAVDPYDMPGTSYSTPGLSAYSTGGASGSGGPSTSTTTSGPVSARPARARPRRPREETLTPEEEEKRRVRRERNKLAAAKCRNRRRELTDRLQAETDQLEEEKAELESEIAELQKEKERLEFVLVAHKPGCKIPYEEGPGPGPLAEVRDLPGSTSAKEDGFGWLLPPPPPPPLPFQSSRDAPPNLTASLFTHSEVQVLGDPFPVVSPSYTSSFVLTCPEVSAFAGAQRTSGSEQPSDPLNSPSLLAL
CAL PDZ FP-2: human CAL PDZ-peptide interaction inhibition | purified CAL PDZ, TMR-peptide fluorescence polarization, 1 h | actives 0.02% (n = 330,000) | AID 504414 | inhibition, % at 20 µM;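 active = highest replicate inhibition of at least 40%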;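 note: plate controls were DMSO neutral control wells for no effect and unlabeled competitor peptide control wells for full effect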
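material = purified tagged CAL PDZ domain construct (CerCALP) | buffer or medium = sodium phosphate/NaCl buffer pH 7.4 with TCEP, IgG, Thesit | reagent = TMR-labelled reporter peptide T*-PRC34 bound in PDZ groove | incubation = 1 h room-temperature incubation prior to read | measured by = fluorescence polarization (mP) | evaluation = percent inhibition from loss of millipolarization | control set = unlabelled peptide and DMSO controls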
PfHsp90 set2: inhibits growth of yeast expressing Plasmodium falciparum Hsp90; AID 504621; S. cerevisiae expressing PfHsp90, BacTiter-Glo ATP, 48 h; yeast lacking PDR1 and PDR3 efflux regulators; actives 0.32% (n = 310,000); inhibition, % at 9.4 µM;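 active = every replicate shows inhibition above about 80%, whatever the replicate mean, limit read from the data; inconclusive = mean inhibition reaches the set limit but some replicate falls short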;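 note: 0% = DMSO neutral controls and 100% = 20 µM radicicol positive controls; yeast relying on Plasmodium falciparum Hsp90 in place of its own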
* marks the source's active call; other numbers are inactive results; ? = inconclusive; · = not tested or not shown. Rows were taken by chance, and some 4.3% of all compounds hit somewhere here.

SMILES	PvdQ inh	Rtt109 HAT inh	SR-BI DiI inh	NSD2 inh	SR-BI uptake up	CAL PDZ FP-1	MITF TRPM1 HTS	dFosB activator	CAL PDZ FP-2	PfHsp90 set2
COc1ccccc1CNC(=O)C1CCC(CNS(=O)(=O)c2cccs2)CC1 (configuration not stated)	-7	-2	·	0	·	-1	-1	-6	-1.5	-12
CN1OC[C@@H]2CN[C@H](c3cccc(-c4cc(Cl)cc(Cl)c4)c3)C[C@@H]21	26	-2	-22	·	22	-4	-1	-2	-0.8	3
COc1ccccc1N1CCN(C(c2ccccc2)c2nnnn2CCc2ccccc2)CC1 (configuration not stated)	5	29	56	-2	-56	·	·	-3	-0.1	4
COc1cc(/C=C/C(=O)c2ccc(O)cc2)ccc1OCC#N	17	4	35	5	-35	0	-21	-2	-1.7	3
Cc1ccc(C(=O)N2CCC(C(=O)c3ccc(F)cc3)CC2)cc1	-3	-7	3	-2	-3	-3	·	-4	-1.7	27
O=C(Nc1ccc(C(=O)NCc2ccccc2)cc1)C1=CSCCO1	-8	-12	6	-4	-6	0	20	1	-2.7	3
COc1ccc(C)cc1NC(=O)c1ccccc1NS(=O)(=O)c1ccc(Cl)s1	-6	7	·	1	·	-6	-4	-4	-2.4	-49
C#CCOCCOCCOCCNc1nc(N2CCN(C(=O)[C@H](CCCCN)n3cc([C@@H](N)CC(C)C)nn3)CC2)nc(N2CCN(C(=O)[C@H](Cc3cc4ccccc4[nH]3)n3cc([C@@H](N)Cc4ccc(O)cc4)nn3)CC2)n1	-13	?	-34	·	34	-2	0	59*	-0.2	11
O=C(CCC(=O)NC1CCCCCC1)Nc1nnc(C(F)(F)F)s1	-4	6	-18	-6	18	·	-12	-6	-2.2	9
CCNC(=O)/N=C1/NC(=O)C(C(C)C)O1 (configuration not stated)	-6	2	-2	1	2	0	-9	-1	-2.5	4
O=C(N/N=C/c1ccccn1)c1cccc(NC(=O)c2ccccc2Cl)c1	-6	·	27	4	-27	4	3	-13	-4.1	-7
COC(=O)c1sccc1NC(=O)CN(C)NS(=O)(=O)c1ccc(F)cc1	-9	19	3	1	-3	-4	-5	-7	-1.3	-4
O=C(Nc1ccc2nc(C3CC3)n(Cc3ccc(F)cc3)c(=O)c2c1)c1ccco1	-5	7	50	·	-50	·	·	-17	-0.9	16
CC(C)CC(=O)Nc1nc2ccc(S(=O)(=O)N3CCOCC3)cc2s1	-4	8	-7	2	7	6	-17	-13	-3.8	8
O=C(COC(=O)C12CC3CC(CC(C3)C1)C2)Nc1ccc2[nH]c(=O)[nH]c2c1	-14	-3	11	-1	·	2	-4	6	-1.4	9
O=C(N/N=C/c1ccncc1)c1cc2c(ccc3ccccc32)o1	-9	-7	35	-2	-35	-4	75	?	-5.2	5
CCCCCCCOc1ccc(-c2ccc(C#N)cn2)cc1	0	1	3	-2	-3	6	-1	-3	-0.5	4
CC(C)NC(=O)c1onc(CSc2ccccn2)c1C(=O)NC(C)C	2	5	-16	·	16	-2	6	8	-0.1	14
Cn1c(SCC(=O)Nc2nccs2)nnc1-c1cccnc1	-12	2	-30	0	30	·	0	-2	0.3	3
C=CCc1c(C)nc(-c2ccccc2)nc1Nc1ccc(O)cc1	1	17	30	3	-30	-2	8	1	0.6	20
COc1ccc(-c2cn3c(C)c(C(=O)NC(C)(C)C)sc3n2)cc1	4	24	38	·	-38	·	·	-11	-1.6	5
COC(=O)c1cc(-c2cccs2)nc2ccccc12	-13	0	28	-12	-28	-3	-3	-18	-1.6	9
CC(=O)c1c(C)nc2ccc(C)cc2c1-c1ccccc1	-11	4	-4	0	4	3	-8	-10	-0.8	-39
COc1ccc(S(=O)(=O)Nc2ccccc2C(=O)N2CCOCC2)cc1Cl	-13	-5	-4	-1	4	0	-13	-6	-1.6	4
Cc1ccc(C(=O)Nc2ccc3c(c2)OCCO3)cc1S(=O)(=O)N1CCOCC1	9	-5	50	-2	-50	-4	45	-4	-0.7	4
Cc1noc(C)c1CSc1nnc(-c2ccncc2)n1-c1cccc(Cl)c1C	-6	6	-18	-2	18	-4	7	-11	-0.3	13
Cc1cccc(C)c1NC(=O)c1cnn(-c2ccccc2)c1C	4	1	-9	-4	9	0	·	3	1.2	10
Cc1nc([N+](=O)[O-])c(C(=O)OCc2ccccc2C#N)n1C	-7	-2	1	-2	-1	-3	-7	-6	-0.7	·
COc1ccc(CCNC(=O)Cn2nc(C(=O)O)c3ccccc3c2=O)cc1OC	-9	-2	-11	0	11	0	-7	-2	-7.0	-25
CC1(C)ON(C2CCCCC2)[C@H]2c3nc4ccccc4n3C[C@H]21	-18	-1	15	·	-15	-5	6	2	-2.7	-11
CCCCCCCCC/C(=N\O)c1ccccn1	2	16	-2	0	2	1	44	-6	-1.9	111*
Cc1cccc(/C=N/NC(=O)c2cc(C)nc3ccccc23)n1	-8	-6	2	-5	-2	151*	-2	-9	-0.6	5
Cc1noc(NS(=O)(=O)c2ccc(NC(=O)/C=C/c3ccc(Br)cc3)cc2)c1C	4	17	-38	5	·	-4	-1	-7	-2.8	-35
COc1ccc(C(CNC(=O)Cn2[nH]c(=O)c3ccccc3c2=O)N2CCCC2)cc1 (configuration not stated)	-5	17	-3	-2	3	4	0	-1	0.3	2
CC1CCCCN1C(=O)C1CC(c2ccc(F)cc2)=NO1 (configuration not stated)	-8	-9	15	-5	-15	-7	74	2	0.8	·
O=C(/C=C/c1cccs1)Nc1ccncc1	36*	1	20	2	-20	-1	42	-9	-1.8	9
COC(=O)c1ccc(CNC(=O)COC(=O)c2ccccc2-c2ccccc2)cc1	-11	9	26	2	-26	-1	6	-9	-1.1	-42
CS(=O)(=O)N(CC(=O)N1CCCC1)c1cccc(F)c1	-6	-6	-12	-1	12	-3	12	-8	-0.9	11
COc1ccc(N2CCN(C(=O)C(=O)c3c(C)[nH]c4ccccc34)CC2)cc1	-8	0	10	11	-10	-5	2	-6	-1.5	16
Cc1ccc2nc(SCC(=O)Nc3cc(C(C)(C)C)nn3-c3ccccc3)[nH]c2c1	-10	2	-3	-2	3	-3	11	-1	-2.2	-1
Cc1cc(Cl)c(S(=O)(=O)N/N=C/c2ccc3c(c2)OCO3)c(Cl)c1	2	9	-18	4	18	-1	22	-7	-0.4	2
O=C(N/N=C\c1c(O)ccc2ccccc12)c1ccc(O)cc1	21	-2	94*	2	-94	10	·	?	-0.7	-2
Nc1nc2n(n1)C(c1ccccc1)CC(c1ccc(F)cc1)N2 (configuration not stated)	-4	-5	8	·	-8	-2	3	-2	-0.2	-12
COc1ccc(S(=O)(=O)Nc2cc3c4c(c2)CCC(=O)N4CCC3)cc1C	-9	-3	31	2	-31	1	6	-13	-1.1	5
CC(C)CNC(=O)Nc1ccccc1F	4	6	-35	3	35	1	-11	-1	-0.3	13
O=C(NCC(=O)N(c1cccnc1)C(C(=O)NC1CCCC1)c1cccs1)c1cccs1 (configuration not stated)	-9	0	-11	-4	11	4	12	-7	0.2	-18
COc1cc(O)c2c(=O)c3c(OC)c(O)ccc3oc2c1	-17	0	29	·	-29	-2	46	4	-0.4	-12
COCOc1cc(O)c(C(=O)/C=C/c2ccccc2)c(OCOC)c1	-1	6	36	·	-36	-6	-26	6	-0.8	·
COCCn1c(C)cc(C(=O)COC(=O)c2ccc(S(=O)(=O)N(C)C)cc2)c1C	-10	-4	9	-2	-9	-5	5	-3	-2.7	-4
C=CCn1c(C)cc(C(=O)COC(=O)/C=C/c2cccc(OC)c2)c1C	0	7	-8	1	8	-4	-7	3	-1.7	15
CSc1ccccc1OCc1cc(C(=O)N(C)Cc2c(C)n[nH]c2C)no1	-6	15	78*	2	-78	-3	7	-4	-0.9	1
Cc1cc(C)c[n+](-c2nc3ccccc3nc2[N-]S(=O)(=O)c2ccc(Cl)cc2)c1	-17	-7	-3	-2	3	-2	-1	-8	-0.5	-12
O=C(Nc1cccc(-c2nn[nH]n2)c1)c1ccc(Br)s1	7	8	-26	-1	26	-6	-5	-13	-6.0	7
CCOC(=O)C1=C(COC(=O)CCOc2ccccc2C)NC(=O)NC1C (configuration not stated)	8	2	10	-1	-10	7	5	-8	-3.0	·
Cc1cc(N2CCCC(C(=O)Nc3cccc(Cl)c3)C2)n2ncnc2n1 (configuration not stated)	-10	-17	18	3	-18	1	-2	-13	-0.9	10
O=C(CSc1ccc(-c2cccnc2)nn1)Nc1ccc(F)cc1F	-4	-2	-3	1	3	9	4	-7	-0.8	-3
COc1ccc2[nH]c(=O)c(CN(Cc3ccccc3)C(=S)NCC3CCCO3)cc2c1 (configuration not stated)	-1	-1	3	2	-3	-2	4	-4	-3.1	4
Cc1ccccc1OCC(=O)Nc1cccc(S(=O)(=O)NC2=NCCCCC2)c1	-10	3	1	-1	-1	-2	4	-15	-3.1	0
CCCCCNC(=O)c1cc(S(=O)(=O)N2CCCCC2)ccc1F	-13	1	16	0	-16	·	8	-10	-2.4	·
CCOc1ccc(NC(=O)CN(C)C(=O)C2CC(=O)N(c3ccc4c(c3)OCCO4)C2)cc1OCC (configuration not stated)	-9	-42	52	-3	-52	11	-1	-3	-3.2	10
(next part)
SMILES	PvdQ inh	Rtt109 HAT inh	SR-BI DiI inh	NSD2 inh	SR-BI uptake up	CAL PDZ FP-1	MITF TRPM1 HTS	dFosB activator	CAL PDZ FP-2	PfHsp90 set2
NS(=O)(=O)c1ccc(NCCCn2ccnc2)c([N+](=O)[O-])c1	6	15	-8	0	8	6	18	-4	-1.7	10
NC(N)=NN=C1CCC(c2ccccc2)CC1 (configuration not stated)	-17	3	·	6	·	·	-7	2	-1.7	-18
COC(=O)c1[nH]c2cc(OC)ccc2c1NC(=O)c1nonc1C	-10	0	48	0	-48	-3	·	-1	0.7	-49
C=C1c2cc(CC)ccc2NC(=O)N1c1ccc(C)cc1	-15	-8	9	·	-9	·	11	-18	-0.9	28
COc1ccc(C2CC(c3ccccc3)=NN2C(=O)CN2N=NC3C(=O)N(c4cccc(F)c4)C(=O)C32)cc1 (configuration not stated)	-4	-5	-3	-3	3	-3	12	-16	-2.6	26
O=C(NCc1ccncc1)c1ccc(Br)cc1	-6	3	-44	-2	44	·	-5	0	-0.9	·
CC(Sc1cnc2ccccc2n1)C(=O)O (configuration not stated)	-9	-3	-7	1	7	0	4	-9	-2.5	8
NC(=O)CSc1oc(-c2ccco2)nc1S(=O)(=O)c1ccc(F)cc1	-4	-7	3	·	-3	1	-1	9	-3.4	-2

Screening data deposited in PubChem BioAssay by Broad Institute.
